From PubChem
Pin1 inh – human Pin1 inhibition; 0.009% of 390,000 active; Q13526; Pin1 FP peptide displacement, HiFluor488, 10 min; AID 504891; Potency, µM (titrated, usually from 115 µM), without a hit: top-dose activity, negative = inhibition, actives largely listed as inhibitors; active means well fitted inhibition curve with a large enough effect in the polarisation, with a control signal flat, not every such curve was filed as active; inconclusive means small, poorly fitted or top-dose-only effect, or effect the other way, or a change in a side signal; inactive means no such curve, though single readings can be large or run the other way; the % refers to the polarisation; further: potency means the concentration at half of the fitted maximal effect; on the % scale 0 is the no-effect control and ±100 the full control effect
PI4K2A block – inhibitors of human PI4K2A. Q9BTU6. purified PI4K2A, ADP-Glo luminescence, 1 h; hits give low values. activity change, negative = inhibition, % at 76.9 µM. 0.13% of 420,000 active; in the data active means activity change below about -50%; inconclusive means mostly about -30% to -49%;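 further: -100% = wells without enzyme as full effect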
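ADP-Glo luminescence measured ADP generated by PI4K2A enzyme (4 ug/mL before mixing) with 1.2 mM PI substrate (pre-mix) and 300 microM ATP (pre-mix). Tris pH7.5 buffer with MgCl2, Triton X-100; 1 h reaction at ambient temperature.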
BAZ2B block – blocks human BAZ2B | Potency, µM (series often up to 114 µM), for the others: at the top dose activity change, negative = inhibition, hits mostly inhibitors | 4.4% of 360,000 active | AlphaScreen BAZ2B-H3K14Ac peptide displacement; further: potency means the concentration at half of the fitted maximal effect; on the % scale 0 is the no-effect control and ±100 the full control effect; nearly all actives have a fitted effect of over 60% in size
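Protein-peptide AlphaScreen: BAZ2B 50 nM, b-H3K14Ac 50 nM, 1x PBS pH 7.4 + 0.01% Tween-20. Preincubation 30 min RT; cpd 30 min RT (top 110 uM); beads 20 min RT, light-protected.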
POLH inh – inhibitors of human DNA polymerase eta. Q9Y253. recombinant Pol eta, fluorescent DNA replication assay. Potency, µM (doses to about 114 µM), without a hit: top-dose activity change, negative = inhibition, actives largely listed as inhibitors. 1.2% of 390,000 active. AID 588591; further: potency means the concentration at half of the fitted maximal effect; on the % scale 0 is the no-effect control and ±100 the full control effect
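Pol eta at 10 nM preincubated with compounds 15 min at room temperature; reaction started with fluorescent substrate (50 nM final) and read kinetically at 0 and 10 min.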
JMJD2A Tudor inh – inhibitors of human JMJD2A Tudor domain. O75164. AlphaScreen JMJD2A-Tudor / H3K4me3 peptide binding. Potency, µM (top dose mostly 114 µM), without a hit: at the top dose activity change, negative = inhibition, usual class: inhibitors. 4.4% of 390,000 active; further: potency means the concentration at half of the fitted maximal effect; on the % scale 0 is the no-effect control and ±100 the full control effect; nearly all actives have a fitted effect of over 50% in size
HP1b chromo inh – blocks HP1-beta chromodomain binding to methylated histone tails | P83916 | AlphaScreen HP1-beta / biotin-H3K9me3 peptide binding | Potency, µM (highest dose often 114 µM), without a hit: top-dose activity change, negative = inhibition, actives largely listed as inhibitors | 0.56% of 390,000 active | AID 540317; further: potency means the concentration at half of the fitted maximal effect; nearly all actives have a fitted effect of over 70% in size; inactives centre near 23
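AlphaScreen: HP1-beta (50 nM) preformed 30 min with biotin-H3(1-18)K9me3 peptide (50 nM) in PBS pH 7.4, 0.01% Tween-20. Compound added for 30 min at RT, then streptavidin donor/nickel chelate acceptor beads (10 ug/mL) for 30 min.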
GLS inh – glutaminase GLS (human) inhibition | O94925 | GLS enzymatic activity, qHTS titration | Potency, µM (doses to about 45.5 µM), inactives show at the highest dose activity change, negative = inhibition, usual class: inhibitors | 0.21% of 410,000 active | AID 624170; further: potency means the concentration at half of the fitted maximal effect; on the % scale 0 is the no-effect control and ±100 the full control effect
Target sequence (O94925 whole entry, looked up): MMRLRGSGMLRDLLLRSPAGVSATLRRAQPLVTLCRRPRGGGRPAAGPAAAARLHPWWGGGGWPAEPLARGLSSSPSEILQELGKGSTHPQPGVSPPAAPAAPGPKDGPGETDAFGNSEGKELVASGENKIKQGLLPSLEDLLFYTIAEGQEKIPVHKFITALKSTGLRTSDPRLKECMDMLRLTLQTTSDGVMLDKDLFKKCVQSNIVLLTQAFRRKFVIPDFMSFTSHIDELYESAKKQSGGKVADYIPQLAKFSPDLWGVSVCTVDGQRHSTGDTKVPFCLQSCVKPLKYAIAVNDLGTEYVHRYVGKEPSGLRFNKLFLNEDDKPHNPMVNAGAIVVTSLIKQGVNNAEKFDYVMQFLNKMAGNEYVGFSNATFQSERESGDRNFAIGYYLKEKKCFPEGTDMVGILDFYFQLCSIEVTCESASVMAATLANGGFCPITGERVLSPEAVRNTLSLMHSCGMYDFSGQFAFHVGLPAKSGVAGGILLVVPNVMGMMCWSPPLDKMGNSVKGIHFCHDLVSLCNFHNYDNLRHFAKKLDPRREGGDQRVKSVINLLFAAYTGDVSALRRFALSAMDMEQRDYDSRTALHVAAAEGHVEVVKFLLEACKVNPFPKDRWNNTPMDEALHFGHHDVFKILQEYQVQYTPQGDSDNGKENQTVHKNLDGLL
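Compounds were pin-transferred onto hKGA, after which L-glutamine (1 mM solution) and a detection mix of glutamate oxidase, HRP and Amplex Red were added. Initial and 30 min RT fluorescence reads were collected.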
G9a block – blocks human histone lysine methyltransferase G9a | AID 504332 | G9a H3K9 monomethylation, AlphaScreen, 2 h | 8.8% of 350,000 active | Q96KQ7 | Potency, µM (series often up to 102 µM), for the others: at the highest dose activity, negative = inhibition, actives largely listed as inhibitors; further: potency means the concentration at half of the fitted maximal effect; on the % scale 0 is the no-effect control and ±100 the full control effect; nearly all actives have a fitted effect of over 75% in size
Target sequence (Q96KQ7 913-1193 limits assumed): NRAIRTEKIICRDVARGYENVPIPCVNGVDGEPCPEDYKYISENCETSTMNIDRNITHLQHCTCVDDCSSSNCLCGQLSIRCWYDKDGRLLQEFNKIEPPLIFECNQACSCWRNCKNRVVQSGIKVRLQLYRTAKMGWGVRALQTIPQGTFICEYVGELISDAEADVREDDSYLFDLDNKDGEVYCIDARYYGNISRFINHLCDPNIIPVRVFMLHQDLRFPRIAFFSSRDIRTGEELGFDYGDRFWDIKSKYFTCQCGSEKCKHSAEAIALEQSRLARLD
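Quantitative HTS format: methyltransferase activity on a biotin-tagged H3K9 peptide is measured by AlphaScreen, using a rabbit anti-monomethyl-H3K9 antibody with streptavidin donor and anti-IgG acceptor beads. Final levels are 20 nM enzyme, 500 nM peptide, 20 uM SAM; 2 h RT.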
PGK inhibitor – T. brucei PGK inhibition; PGK/GAPDH coupled, Kinase-Glo luminescence, 60 min; Potency, µM (series often up to 57.5 µM), for the others: top-dose activity change, negative = inhibition, usual class: inhibitors; 0.043% of 380,000 active; AID 602233; further: potency means the concentration at half of the fitted maximal effect; on the % scale 0 is the no-effect control and ±100 the full control effect; nearly all actives have a fitted effect of over 60% in size
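Luminescent ATP detection (Kinase-Glo Plus) follows a 60-minute room-temperature incubation, with wells lacking PGK as controls. Buffer: 100 mM TEA (pH 7.6), 5 mM MgCl2, 0.01% Tween-20. Coupling enzyme GAPDH (100 nM final) supplies unstable 1,3-BPG in-well.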
Starred values were filed as active, the others as inactive; i = inactive; ? = inconclusive; / = no result given; [ ] = another dose, or the depositor's remark. Unless noted, the call rests on the fitted dose curve; in most records, active means well fitted curve in the direction sought with a large enough effect; inconclusive means small, poorly fitted or top-dose-only effect, or another doubt; inactive means no such curve, though single readings can be large; an effect the other way counts as inactive or inconclusive. Only part of the results is shown, so the mix of outcomes need not match the whole.

SMILES | Pin1 inh | PI4K2A block | BAZ2B block | POLH inh | JMJD2A Tudor inh | HP1b chromo inh | GLS inh | G9a block | PGK inhibitor
Cc1ccc(C)c(N2CCN(C(=O)C3CCN(S(=O)(=O)c4ccc5[nH]c(=O)oc5c4)CC3)CC2)c1 | 6.1% | -0.9 | -20.4% | -16.6% | -27.0% | 65.2%[activator] | 3.5% | 8.5%[59 µM] | -10.0%
COc1ccccc1N1CCN(C(=O)c2cc3sccc3n2C)CC1 | -1.3% | 5.9 | ? | -18.1% | -48.7% | -16.3% | 20.9% | 20.8%[0.501 µM] | i
CCOC(=O)Nc1ccc2c(c1)N(C(=O)N1CCN(C)CC1)c1ccccc1S2 | -1.8% | -0.3 | ? | -17.5% | ? | 9.1% | 25.5% | -20.1%[59 µM] | -1.8%
O=C(O)CN1CCN(Cc2cccc(Cl)c2)C1=O | -3.1% | -4.4 | -2.5% | -2.7% | -7.7% | 22.1% | 19.7% | -32.1% | 5.0%
Cc1ccc(NC(=O)C(=O)NN)cc1 | -0.5% | -7.0 | ? | -4.5% | -13.0% | 19.4% | 4.8% | 50.1µM* | -9.9%
COC(=O)C1C=CC(OC2OC(COC(C)=O)C(OC(C)=O)C(OC(C)=O)C2OC(C)=O)n2c(=O)n(-c3ccccc3)c(=O)n21 (centres undefined) | 0.7% | -1.9 | / | -4.7% | -5.6% | 39.1%[activator] | 15.8% | / | -1.7%
O=C(Cc1ccc(-c2ccccc2)cc1)NC1CCCC1 | -1.6% | 9.4 | -3.1% | -15.9% | 14.1% | 33.9% | -12.8% | 11.0% | i
Cn1c(SCC(=O)NC2CCCCC2)nc2c(c1=O)SCC2 | / | -3.6 | / | -16.1% | / | / | 0.1% | / | 2.7%
COc1ccc(N(CC(=O)N2CCOCC2)S(C)(=O)=O)c(OC)c1 | -3.2% | -0.9 | ? | 5.9% | ? | -9.7% | -20.6% | 2.8% | -2.2%
N#CCCN(C(=O)COC(=O)CNC(=O)c1cccs1)c1ccc(F)cc1 | 1.8% | 1.2 | 0.5% | -1.4% | ? | 9.5% | 7.1% | -7.7% | -3.6%
CC(C)(CNC(=O)c1ccc(S(=O)(=O)Nc2cccc(C(F)(F)F)c2)cc1)N1CCOCC1 | 2.2% | -1.8 | 14.1% | -0.8% | -19.5% | 55.2%[activator] | 1.6% | 8.3%[2.33 µM] | -1.0%
O=C(CSc1nnnn1Cc1ccccc1)NCC(=O)c1ccccc1 | 0.0% | -2.3 | -0.7% | 2.9% | 3.3% | 52.5%[activator] | -1.8% | 4.5%[12.7 µM] | 6.7%
Cc1sc(-n2c(C)cc(/C=N/n3cnnc3)c2C)c(C#N)c1C | -2.0% | 4.4 | ? | -7.2% | ? | -35.6% | -20.8% | 8.91µM* | -0.2%
Cc1ccc(S(=O)(=O)C(CNC(=O)C(=O)NCc2ccccc2C)c2cccs2)cc1 (centres undefined) | 23.4% | 1.2 | -3.5% | -12.0% | -17.5% | 12.8% | -10.1% | 4.4%[59 µM] | 12.7%
COc1cccc(N2CCN(C(=O)CN(c3ccc(C)cc3)S(=O)(=O)c3c(C)n[nH]c3C)CC2)c1 | 3.9% | 1.7 | -36.3% | -16.0% | -12.0% | 1.1% | -2.0% | -23.9% | -0.4%
S=C(Nc1ccc(Cl)cc1Cl)NC1CCCCC1 | -4.9% | -7.6 | -6.1% | 2.4% | -4.4% | 50.0%[activator] | 3.6% | -3.4%[0.501 µM] | -8.0%
CCCC[C@H]1COCCS(=O)(=O)N1Cc1ccc(C)cc1 | 3.3% | 1.0 | -2.4% | -14.8% | -4.9% | 20.2% | 1.5% | ? | -4.5%
COc1ccc(C(=O)Nc2ccc(NC(=O)c3cccs3)cc2)cc1Cl | 0.5% | -0.7 | 6.4% | -13.1% | ? | 16.0% | -14.5% | -17.1% | /
COc1ccc2c(-c3ccccc3)cc(=O)[nH]c2c1 | 9.9% | -1.7 | 3.8% | -3.6% | -7.0% | 24.6% | -7.5% | -22.6%[59 µM] | -1.4%
CC1CCN(S(=O)(=O)c2csc(C(=O)Nc3ccccc3)c2)CC1 | 1.6% | -2.4 | 2.6% | -7.0% | -6.3% | 9.1% | 3.0% | -10.8% | -7.7%
C=CCNC(=O)CCCC(=O)NCC=C | 0.8% | -0.4 | 13.5% | 9.9% | -1.4% | 20.8% | 12.9% | 12.4%[59 µM] | -4.1%
O=C(N/N=C/c1cc(Br)c(Br)s1)c1ccncc1 | 2.6% | -4.6 | 0.4% | -11.2% | -15.0% | 24.8% | -3.0% | -4.3% | -1.9%
COc1ccc(N(Cc2cc3ccccc3[nH]c2=O)S(=O)(=O)c2ccc(C)cc2)cc1 | ? | -2.0 | -33.9% | 1.9% | -28.3% | 20.6% | 6.3% | 12.2% | -5.5%
O=c1[nH]c2cc3c(cc2cc1CN(CCCO)C(=S)NCc1ccco1)OCO3 | / | -7.9 | -29.2% | -5.0% | -26.1% | ? | 10.5% | / | -9.7%
COC(=O)CSc1nnc(-c2ccc(OC)cc2OC)o1 | -4.7% | -16.8 | -5.8% | 7.5% | -10.7% | 24.1% | -1.8% | 4.3%[59 µM] | -9.5%[11.5 µM]
CCC(=O)Nc1nc2ccc(NC(C)=O)cc2s1 | -2.2% | -3.3 | -1.1% | -7.8% | 0.0% | 45.0%[activator] | 6.2% | 13.5%[59 µM] | -3.3%
COc1cc2ccccc2cc1C(=O)Nc1cccc(-c2nc3cc(C)c(C)cc3o2)c1 | 0.0% | 1.9 | -2.1% | -18.2% | -15.4% | 3.1% | 13.0% | ? | i
Cc1ccc(C(=O)N2CCN(C)CC2)cc1S(=O)(=O)N1CCCCC1 | 0.8% | -1.1 | / | -7.8% | -5.7% | 24.8% | 19.2% | ? | -1.6%
Cc1ccc(-c2csc(N(Cc3ccccc3)C(=O)COc3ccccc3)n2)cc1 | 1.6% | -1.9 | 12.2% | -5.7% | -0.8% | 23.8% | -9.6% | 25.6%[59 µM] | -8.3%
CN(C(=O)c1ccccc1F)C(c1ccccc1)c1ccccc1 | 3.7% | 8.0 | 19.0% | -17.7% | 25.5% | 65.2%[activator] | -12.9% | -4.7%[59 µM] | -0.5%
Cc1ccc(Cl)cc1NC(=O)NCc1ccccn1 | -0.2% | 1.6 | -9.5% | -3.8% | -20.2% | 29.0% | 5.0% | 11.5% | 5.4%
CN(c1ccccc1)S(=O)(=O)c1ccc(C(=O)Nc2nnc(-c3ccco3)o2)cc1 | -0.8% | -8.4 | / | -9.9% | -30.6% | 31.2% | 0.0% | ? | -9.4%
CCC(CC)NCC(O)COc1ccc(Br)cc1 (centres undefined) | 4.7% | 3.9 | 28.2µM* | -1.6% | 1µM* | ? | -24.1% | -41.8% | 0.0%
COc1cccc2cc(C(=O)CC3(O)C(=O)N(Cc4ccccc4)c4ccccc43)c(=O)oc12 (centres undefined) | 9.5% | 2.4 | -34.2% | -11.5% | 2.3% | 34.1% | -11.4% | -6.3% | -1.9%
CCN(CC(=O)Nc1c(F)cccc1F)C(=O)c1ccc2ncsc2c1 | -8.9% | -1.7 | -1.3% | -18.1% | -14.9% | 18.3% | 9.6% | -2.5%[59 µM] | -5.8%
COC(=O)c1ccc(S(=O)(=O)NCc2ccccn2)n1C | -1.8% | 6.1 | -6.4% | -10.7% | ? | 39.0%[activator] | -8.9% | ? | -0.4%
CCc1c(C(=O)NC2CCCc3ccccc32)[nH]c(C)c1C(C)=O (centres undefined) | -2.3% | 5.2 | ? | -18.4% | 23.3% | 44.6%[activator] | -13.8% | / | -4.4%
O=C1CN(c2nc(-c3ccccc3)c3ccccc3n2)c2ccccc2N1 | 10.2% | 2.2 | 8.1% | -5.4% | -3.5% | 19.8% | 20.5% | -10.5%[59 µM] | 3.3%
Cc1cc(C)cc(NC(=O)NC2CCN(CC(=O)Nc3cccc(Cl)c3C)CC2)c1 | -2.2% | 2.4 | -2.8% | -13.1% | 4.0% | 8.5% | -3.7% | -2.6%[12.7 µM] | -5.4%
CCC(=O)Nc1cc(Cl)ccc1N1CCN(C(=O)CC)CC1 | 4.7% | 1.2 | -3.6% | 0.5% | -17.8% | 25.0% | -3.2% | -14.2%[12.7 µM] | -6.7%
Cc1ccc(C)c(CN2C(=O)c3ccccc3S(=O)(=O)c3ccc(C(=O)N(C)C4CCCCC4)cc32)c1 | 18.3% | 3.1 | -24.7% | / | -14.5% | 37.3% | 4.4% | ? | /
COC(=O)c1c(NC(=O)c2ccccc2)sc2c1CC(C)(C)NC2(C)C | -2.4% | -8.0 | 3.8% | -11.3% | 3.4% | 45.4%[activator] | -6.0% | 0.7% | -5.8%
CN(C)S(=O)(=O)N1CCc2ccccc21 | 1.9% | -17.9 | 3.7% | 1.2% | -19.4% | 45.4%[activator] | -9.0% | 4.9% | -0.5%
O=C(Nc1ccccc1C(=O)O)c1cc(S(=O)(=O)N2CCOCC2)cs1 | 7.8% | 2.8 | -4.8% | -15.2% | -11.9% | 39.9%[activator] | -5.5% | -31.7% | i
COc1cc(C(=O)N2CCN(C/C=C/c3ccccc3)CC2)cc(OC)c1C | -3.4% | -2.9 | ? | -4.8% | -31.4% | 3.1% | 5.9% | ? | /
CCN(CC)C(=O)CN(c1cc2c(cc1OC)oc1ccccc12)S(=O)(=O)c1ccccc1 | 38.0%[activator] | 3.3 | -19.6% | -20.5% | -12.8% | 29.7% | -0.8% | 3.7%[59 µM] | -0.8%
